PDI turbidity: inhibitors of human protein disulfide isomerase. PDI insulin aggregation turbidity, A650, 90 min. inhibition, % at 10 µM. 350,000 compounds, 0.052% hits;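 active = mean inhibition across replicates of 30% or more, whatever share of single replicates reach that level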;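 also: absorbance from insulin aggregation driven by PDI reduction with DTT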
Target sequence (P07237 whole entry, looked up): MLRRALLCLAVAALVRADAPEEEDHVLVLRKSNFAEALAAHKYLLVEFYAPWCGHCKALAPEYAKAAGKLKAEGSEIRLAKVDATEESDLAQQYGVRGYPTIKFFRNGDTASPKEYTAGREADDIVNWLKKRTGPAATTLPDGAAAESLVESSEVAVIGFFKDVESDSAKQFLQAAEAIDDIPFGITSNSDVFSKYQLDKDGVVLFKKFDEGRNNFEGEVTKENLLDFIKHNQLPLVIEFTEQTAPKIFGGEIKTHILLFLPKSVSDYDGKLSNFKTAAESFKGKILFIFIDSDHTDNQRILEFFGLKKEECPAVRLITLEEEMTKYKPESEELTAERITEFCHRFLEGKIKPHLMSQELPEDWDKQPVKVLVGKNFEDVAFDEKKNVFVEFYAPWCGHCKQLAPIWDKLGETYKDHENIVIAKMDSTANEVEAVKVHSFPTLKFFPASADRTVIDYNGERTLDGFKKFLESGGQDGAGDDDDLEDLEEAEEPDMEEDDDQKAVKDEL
Cardio protect: protects H9c2 cardiomyocytes from peroxide injury | protection from H2O2 cell death, % at 20 µM | H2O2 injury protection, ATPLite, 2 h | 360,000 compounds, 0.63% hits | AID 588492;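 active = compounds giving at least 50% protection of heart cells from peroxide-induced death in the single-dose screen, raw or plate-pattern-corrected value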;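 also: 0% = DMSO wells with peroxide and 100% = DMSO wells without peroxide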
NR2E3 ag-1: NR2E3 (human) agonism | Q9Y5X4 | GST-NR2E3/biotin-RetCOR TR-FRET, 1536-well | inhibition of corepressor binding, % at 4.78 µM | 320,000 compounds, 0.12% hits | AID 2300;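 active = percent inhibition above the cutoff of mean plus 3 SD of all tested compounds, set per screening campaign, cut at about 20% in these data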;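 also: 0% = DMSO wells and 100% = biotin wells as full block of FRET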
Target sequence (Q9Y5X4 whole entry, looked up): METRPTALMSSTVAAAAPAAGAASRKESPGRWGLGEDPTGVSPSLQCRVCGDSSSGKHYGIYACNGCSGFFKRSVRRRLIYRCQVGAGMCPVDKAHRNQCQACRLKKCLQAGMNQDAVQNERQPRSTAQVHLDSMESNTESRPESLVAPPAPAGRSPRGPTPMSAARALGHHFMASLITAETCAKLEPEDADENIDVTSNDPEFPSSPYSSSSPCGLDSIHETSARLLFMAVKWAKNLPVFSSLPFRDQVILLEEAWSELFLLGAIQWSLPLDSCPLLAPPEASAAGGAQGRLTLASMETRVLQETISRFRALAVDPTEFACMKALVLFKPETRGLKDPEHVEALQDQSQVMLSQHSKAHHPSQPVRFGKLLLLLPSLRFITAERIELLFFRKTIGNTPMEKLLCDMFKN
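Material: NR2E3–RetCOR corepressor complex / Amount: 1.35 nM GST-NR2E3 / Medium: Tris pH 7.5 / Compound: single nominal compound dose of 4.8 µM / Incubation: 5 h at 4 °C / Technique: TR-FRET, Eu(K)-anti-GST donor, streptavidin-D2 acceptor, ex 340, em 617/671 nm / Read-out basis: percent loss of FRET ratio relative to control wells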
NR2E3 ag-2: human photoreceptor-specific nuclear receptor agonism; CHO-S Gal4-NCOR/VP16-NR2E3 two-hybrid, luciferase; inhibition of corepressor binding, % at 3.98 µM; 360,000 compounds, 0.35% hits; AID 602229;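 active = inhibition above the mean of all tested compounds plus 3 SD, cut at about 70% in these data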;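 also: 0% = DMSO with NR2E3 transfected cells and 100% = cells lacking NR2E3 construct; higher means lower luciferase signal from less NR2E3 corepressor binding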
Peg3 promoter: inhibitors of Peg3 promoter; HeLa PEG-Prom luciferase reporter, luminescence, overnight; inhibition, % at 20 µM; AID 588405; 360,000 compounds, 1.7% hits;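 active = inhibition of at least 50% at 20 µM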
HIF-2a block: HIF-2a inhibition; 360,000 compounds, 0.72% hits; 786-0 RCC cells HIF-2a reporter, luciferase luminescence, overnight; inhibition, % at 18.8 µM;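 active = inhibition of the luminescence signal of 40% or more relative to plate controls, in a single-dose primary screen at 18.75 µM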
TRPM1 prom inh: MITF TRPM1 promoter inhibition in SK-MEL-5 cells; inhibition, % at 12.5 µM; SK-MEL-5 TRPM1 promoter luciferase, 24 h; AID 488899; 330,000 compounds, 0.83% hits;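 active = mean inhibition across replicates of 60% or more, whatever share of single replicates reaches that level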; also: values of inactives mirror those of a sister screen read the other way
HTR2A ag: activates the mouse 5-HT2A serotonin receptor. 360,000 compounds, 0.66% hits. activation, % at 7.6 µM. CHO-K1 mHTR2A beta-arrestin complementation, luminescence; percent of 30 µM serotonin response;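 active = activation above a run cutoff, the mean activation of all tested compounds plus 3 SD, cut at about 14% in these data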;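 also: 0% = plate median of compound wells and 100% = 30 µM serotonin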
iPSC survival up: increases survival of single human iPS cells | hiPSC single-cell survival, ATPlite luminescence; 100% = ROCK inhibitor wells, 0% = DMSO | survival enhancement, % at 20 µM | 360,000 compounds, 0.044% hits | AID 602274; in the data active = survival enhancement above about 18%;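 also: cells exposed to compounds for 16 hours before the ATP read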
CaV13 ICDI inh: Disruptors of the CACNA1D IQ motif to Ca2+-dependent inactivation inhibitor domain association, primary screening, Förster resonance energy transfer in intact living …. HEK cells, CFP/YFP FRET ICDI-IQ, plate reader, 10 min; percent FRET-ratio fall versus neutral wells. inhibition, % at 12.3 µM. 340,000 compounds, 0.098% hits;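 active = mean replicate inhibition of at least 30% and at least 1% of replicates passing that level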;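 also: 0% = median of the neutral control wells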
Shn3 3UTR inh: inhibitors of Schnurri-3 3'UTR reporter in osteoblasts. AID 588674. Clone20 osteoblast Shn3 3'UTR firefly luciferase, 24 h. 360,000 compounds, 0.52% hits. inhibition, % at 12.5 µM;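 active = mean inhibition of at least 75% with every replicate also reaching 75%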;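 also: 0% = median of neutral control wells and 100% = pilot-screen positive control compound; some compounds past the cut are filed as inactive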
* hit, by the source's call; nt = not tested or not shown.

SMILES	PDI turbidity	Cardio protect	NR2E3 ag-1	NR2E3 ag-2	Peg3 promoter	HIF-2a block	TRPM1 prom inh	HTR2A ag	iPSC survival up	CaV13 ICDI inh	Shn3 3UTR inh
CC1(C)Cc2c(sc3c2C2=NCCN2C=N3)CO1	5.7	10.7	-1.2	1.9	6.6	19.1	8.0	-0.3	1.0	-4.3	-23.8
CCCCCCCCCCOC(=O)c1csc2nnsc12	-2.0	-11.3	1.9	-10.3	13.3	3.3	-4.8	2.7	-1.9	-6.7	9.1
CC(C)OCCCNC(=O)CCSc1ccc(Cl)cc1	6.0	-2.0	3.3	-2.4	8.7	2.6	5.5	-0.6	-0.6	-7.3	14.7
CCOC(=O)C1CCN(Cc2oc(CO)cc(=O)c2O)CC1	3.2	8.7	-1.0	-3.7	-2.4	4.2	-9.1	-0.1	-1.6	nt	-15.9
O=C(Nc1cc(Br)ccc1O)C1CC(c2c(F)cccc2Cl)=NO1 (centres undefined)	9.0	-8.7	3.2	2.3	13.9	-8.0	0.4	0.8	-0.3	-2.2	-6.9
COC(c1ccccc1)c1nnc(CCC(=O)N2CCCCCCC2)o1 (centres undefined)	0.0	-0.3	-1.7	-2.9	0.1	-13.9	-9.7	-2.3	4.5	-4.2	-5.4
CCOC(=O)NN1C(=O)c2ccccc2NC1c1ccccc1F (centres undefined)	2.3	0.2	-3.4	10.8	5.7	18.1	12.0	0.7	1.5	-2.4	-15.5
O=C(Cc1ccc(NC2=NC3CS(=O)(=O)CC3S2)cc1)N1CCN(c2ccc(F)cc2)CC1 (centres undefined)	nt	4.1	0.9	-6.4	4.6	-10.4	-0.6	-4.0	0.1	-9.7	15.5
COc1ccc(S(=O)(=O)N(C)CC(=O)Nc2ccccc2C(F)(F)F)cc1OC	6.1	7.6	4.7	9.1	12.9	9.2	-0.2	2.5	-2.0	nt	-0.3
Cc1ccccc1Nc1nc(N)nc(CSCc2c(C)noc2C)n1	23.1	3.5	-1.4	11.2	15.7	3.0	-4.7	-0.4	-1.4	0.2	7.8
Cc1cccc(-c2n[nH]c(=S)n2C)c1	-7.6	7.3	3.0	-20.1	18.9	17.6	6.1	4.0	1.6	-15.3	-10.3
Cc1cccc(NC(=O)CCC(=O)N/N=C/c2ccncc2)c1	-4.0	5.5	0.2	-23.0	-1.3	11.4	-5.7	0.8	0.1	-3.9	2.1

Brought forward from above: two compounds; new compounds follow.
SMILES	PDI turbidity	Cardio protect	NR2E3 ag-1	NR2E3 ag-2	Peg3 promoter	HIF-2a block	TRPM1 prom inh	HTR2A ag	iPSC survival up	CaV13 ICDI inh	Shn3 3UTR inh
Cc1cccc(-c2n[nH]c(=S)n2C)c1	-7.6	7.3	3.0	-20.1	18.9	17.6	6.1	4.0	1.6	-15.3	-10.3
Cc1cccc(NC(=O)CCC(=O)N/N=C/c2ccncc2)c1	-4.0	5.5	0.2	-23.0	-1.3	11.4	-5.7	0.8	0.1	-3.9	2.1
O=C(CCl)Nc1cc(S(=O)(=O)N2CCOCC2)ccc1N1CCOCC1	-9.5	5.8	1.9	10.4	18.3	10.5	3.7	0.5	-2.0	-4.6	10.0
O=S(=O)(Nc1ccc2c(c1)OCCO2)c1ccc(Br)s1	-8.2	-7.1	0.5	-12.9	11.8	6.0	1.9	1.9	-0.1	-8.5	1.2
CCOC(=O)C1=NNC2(c3ccc(Cl)cc3)C(=O)N(c3cc(C)cc(C)c3)C(=O)C12 (centres undefined)	-5.4	9.9	2.8	3.1	-0.3	3.3	-14.4	1.9	-0.4	nt	5.7
CCCS(=O)(=O)NC(=O)C1(C)CCCN(C(=O)/C=C/c2ccccc2)C1 (centres undefined)	-1.9	-0.4	nt	14.4	13.7	14.2	nt	2.7	2.7	-3.8	-11.7
Cc1cc(C)n2c(SCC(=O)N(C)C3CCS(=O)(=O)C3)nnc2n1 (centres undefined)	-7.6	14.5	1.5	-11.6	5.7	9.5	8.5	-0.1	4.3	nt	-1.3
C/C(=N\NC(=O)c1cc(O)ccc1O)c1cccc(NC(=O)c2ccc(Cl)cc2)c1	-0.5	-7.2	-4.1	-27.5	-152.1	-170.0	-47.4	-11.7	-0.4	nt	-33.2
COc1ccc(-c2oc3ccccc3c2C#CC(C)(C)O)cc1	-7.8	-10.8	5.6	-4.4	6.9	-44.0	-12.4	-3.3	-2.4	-10.2	-5.1
COc1cc(NC(=O)c2ccc(S(=O)(=O)N(C)C)cc2)cc(OC)c1OC	2.5	-5.1	-1.2	-8.9	8.8	10.2	10.7	1.8	0.0	-10.0	-3.0
O=C(NC1CCCN(c2ccc(C(F)(F)F)cn2)C1)c1cc(Cl)ccc1F (centres undefined)	1.4	-4.2	1.0	-21.1	14.4	9.9	-5.7	0.2	-0.3	nt	13.3
CCc1ccc([C@@H]2CC=C(C(=O)O)[C@H](c3ccc(Cl)cc3)N2S(=O)(=O)c2ccc(C)cc2)cc1	10.6	-3.5	3.6	76.4*	7.0	14.9	1.5	-3.2	-2.6	-9.4	-18.7
CC(=O)Nc1ccc2[nH]c3ccccc3c2c1	-2.2	-1.9	-0.4	-24.5	-52.2	-112.4	-30.1	-0.5	-0.3	nt	-8.9
CC[C@@]12C(=O)N(c3ccc(C)cc3)C(=O)N1[C@H](c1ccc(Br)cc1)[C@@H]1C(=O)N(C(C)(C)C)C(=O)[C@@H]12	1.0	-3.5	-0.3	10.3	14.2	17.4	-77.8	7.0	2.0	-4.2	-3.5
Cc1c(C)n(C)c2ccc(C(=O)NCCCN(C)C3CCCCC3)cc12	3.2	9.0	-2.0	-2.4	3.7	9.1	-0.8	-17.1	-0.4	-10.6	10.1
C=CCNC(=O)c1cc2c(=O)c3ccccc3oc2nc1C	-26.7	-3.4	0.6	-11.6	-56.5	-35.4	-21.1	7.4	4.0	-17.1	-8.5
Cc1[nH]c(=O)c(C#N)c(C)c1CCC(=O)N(C)CC(=O)Nc1ccc(Cl)c(Cl)c1	2.4	4.2	-0.9	-6.8	18.3	5.3	0.1	6.4	0.5	-3.7	24.6
Cc1occc1C(=O)NNC(=O)c1ccccc1C(=O)O	0.8	0.7	2.0	-97.0	-4.2	10.9	-6.5	0.2	-0.5	5.7	-18.8
CC1C2=C(CC(C)(C)CC2=O)NC2=C1C(=O)CC(C)(C)C2	-3.2	9.3	-0.6	-33.6	5.6	10.7	-1.3	0.2	-0.6	8.1	-4.7
COc1ccc(Cl)cc1-c1nc(N)nc(NC2CCCCC2)n1	-3.0	8.6	-0.9	-18.5	12.1	16.3	-0.1	0.5	-0.1	-4.7	16.4
COC(=O)c1ccccc1N=Nc1c(C)[nH][nH]c1=O	-1.4	4.2	-1.8	-15.2	1.4	-10.6	-4.0	-4.1	-0.1	2.5	4.1
C=CCN(CC=C)S(=O)(=O)c1ccc(F)cc1	-9.2	5.2	-1.2	-11.7	-4.1	20.5	9.6	-3.7	1.4	-6.0	9.5
Cc1ccc2nccc(C(=O)N3CCCC(Nc4ccc(F)cc4)C3)c2c1 (centres undefined)	2.8	-1.0	1.0	-4.6	15.2	11.4	-8.3	17.6*	-0.5	-2.9	-44.9
O=C1NCCN1C(=O)c1ccco1	-1.1	3.8	0.2	-15.8	-10.9	7.0	7.1	1.4	3.8	-3.1	-11.5
COc1cc(C(=O)O)nc(OC)n1	-7.0	2.5	0.9	-5.4	11.1	13.1	-19.4	-1.8	0.9	-8.7	-31.2
CCCCNC(=O)c1onc(CSc2cc(C)cc(C)c2)c1C(=O)NCCCC	-0.7	-7.3	1.7	5.2	8.4	16.8	3.0	4.4	2.1	-13.3	-3.7
Cc1cccn2c(=O)c3cc(C(=O)N4CCCCC4C)sc3nc12 (centres undefined)	5.5	11.5	0.9	3.4	-55.8	-54.8	-1.6	-1.6	-0.5	-15.0	-9.2
COc1ccc(Oc2nc(C)cc(C)c2S(C)(=O)=O)cc1	8.1	-2.9	3.0	-1.5	1.2	5.0	7.7	-1.6	1.1	nt	-1.1
CCOCCCNC(=S)NCCCNc1nc2cc3c(cc2cc1C#N)OCO3	2.8	2.4	0.7	9.3	5.2	-27.9	5.9	2.3	-1.0	-2.9	3.0
COC(=O)c1cc(NC(=O)c2cc(C(C)(C)C)nn2Cc2ccc(F)cc2)ccc1N1CCOCC1	0.9	26.3	-2.5	-0.1	35.0	19.1	-4.0	-0.3	-0.8	-20.6	10.2
CCn1c(COc2cccc(C)c2C)nnc1SCC(=O)N1CCN(c2ccc(OC)cc2)CC1	-2.8	-8.5	1.9	-20.8	7.2	28.3	22.4	-4.1	0.8	-5.2	71.0
O=C(COC(=O)c1ccc(-c2ccc([N+](=O)[O-])cc2)o1)NC(=O)NC1CCCCC1	-1.2	-1.2	-1.1	-19.4	6.5	-8.4	-5.4	1.5	-0.9	-13.4	-2.1
Cn1c(=O)c2[nH]c(=S)n(Cc3ccccc3)c2n(C)c1=O	-4.2	4.0	nt	1.1	-5.1	11.3	1.1	1.3	2.3	-8.8	4.0
Cc1[nH]n(-c2ccc([N+](=O)[O-])cc2)c(=O)c1C=NCCc1ccc(S(N)(=O)=O)cc1	0.2	-3.1	3.5	4.0	0.9	12.1	-2.6	1.3	0.2	-48.2	13.4
O=C(NCc1ccco1)C(=O)NCC1OCCN1S(=O)(=O)c1ccc(Cl)cc1 (centres undefined)	nt	1.1	4.5	-28.5	8.6	16.1	nt	-3.3	0.6	-5.6	-3.1
COc1ccccc1/C=N/NC(=O)c1ccc(C)nc1	-10.8	-8.2	2.1	-17.3	9.4	22.1	7.8	2.6	-0.6	-19.0	8.1
COc1ccc(-c2csc(N(CCCN(C)C)C(=O)c3ccccc3Cl)n2)cc1	0.4	4.9	0.3	-1.1	11.8	9.7	-1.6	-2.6	-0.8	-18.9	-4.4
CC(=O)Nc1c(-c2ccccc2)nc2ncccn12	-5.4	-4.5	2.9	-33.7	10.8	9.6	nt	1.3	3.1	-6.5	12.3
N#CCCN(Cc1cccnc1)C(=O)Nc1ccc(Cl)c(Cl)c1	-1.1	-2.7	1.6	-14.2	7.1	1.7	7.8	-3.2	-3.4	-4.5	2.9
CCn1c(NC(=O)C2CCCCC2)nc2ccccc21	22.4	25.8	-1.9	-10.7	-29.4	-35.1	-13.0	1.5	-0.9	-7.0	-9.5
COC(=O)[C@]12CCCCC=C1N(CCC1=CCCCC1)C(=O)[C@H](CC(=O)NCc1ccc(C)o1)C2	nt	nt	nt	-32.9	nt	-10.3	nt	-6.1	-0.9	-5.3	nt
CCOC(=O)C(CC)(CC)C(=O)/C=C/c1ccc(Br)cc1	-3.6	-16.7	3.1	4.9	74.7*	58.2*	15.2	-6.2	-5.2	-5.2	31.2
Cc1cc(C)cc(OCC(=O)OCc2cc([N+](=O)[O-])cc3c2OCOC3)c1	5.7	-0.2	nt	6.8	1.8	3.0	5.8	0.7	1.9	-8.6	-3.0
CCOC(=O)c1c(NC(=O)c2ccco2)n(C2CCCCC2)c2nc3ccccc3nc12	5.7	3.3	7.2	-13.8	27.1	12.9	6.0	0.5	5.3	3.6	-6.8

Source: PubChem BioAssay (several laboratories)
